# DAX1 inh-1 = DAX1 (NR0B1) inhibitors on StAR promoter, primary screen, cell-based, luminescence, SF-1 (NR5A1), full-length DAX-1 | HEK293T StAR-luciferase reporter, SF-1/DAX-1 repression relief | inhibition, % at 6.8 µM | 370,000 tested, 1.1% active | AID 652010, 2013;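 active means inhibition above the mean over all tested compounds plus 3 SD, cut at about 3.6% in these data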;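 further: 0% = DAX-1 cells with DMSO and 100% = cells lacking DAX-1 with DMSO; higher inhibition means more luminescence from relief of DAX-1 repression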
# HGIII-sPLA2 inh = human group III sPLA2 inhibitors, primary screen, biochemical, QFRET, BODIPY PC-A2 liposome substrate. Group 3 secretory phospholipase A2 (Homo sapiens), Q9NZ20. 370,000 tested, 0.56% active. inhibition, % at 12.2 µM. QFRET BODIPY PC-A2 liposome hydrolysis, fluorescence. AID 743126, 2013;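 active means inhibition above mean plus 3 SD of compounds lying within the high and low control bounds, cut at about 19% in these data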;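 further: 0% = median of test compound wells and 100% = no enzyme DMSO wells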
# Target sequence (Q9NZ20 whole entry, looked up): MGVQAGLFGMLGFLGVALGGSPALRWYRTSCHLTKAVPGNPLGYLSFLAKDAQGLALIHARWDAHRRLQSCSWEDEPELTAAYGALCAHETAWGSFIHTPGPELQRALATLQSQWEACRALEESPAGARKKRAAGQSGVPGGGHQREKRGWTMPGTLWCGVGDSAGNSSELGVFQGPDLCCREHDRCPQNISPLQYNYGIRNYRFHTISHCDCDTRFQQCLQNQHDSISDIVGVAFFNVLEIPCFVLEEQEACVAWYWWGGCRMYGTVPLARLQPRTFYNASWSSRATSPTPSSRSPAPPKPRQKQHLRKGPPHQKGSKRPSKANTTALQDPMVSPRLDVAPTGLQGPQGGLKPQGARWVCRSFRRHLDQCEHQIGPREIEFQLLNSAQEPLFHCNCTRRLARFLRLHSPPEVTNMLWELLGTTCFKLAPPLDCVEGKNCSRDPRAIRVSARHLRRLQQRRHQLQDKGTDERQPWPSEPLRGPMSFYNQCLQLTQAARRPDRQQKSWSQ
# NR1D1 modulator = modulators of Rev-erb alpha DNA binding, primary screen, biochemical, FITC-DNA, fluorescence polarization, uHTS; Nuclear receptor subfamily 1 group D member 1 (Homo sapiens), P20393; Rev-erbα–FITC-DNA binding, 90 min; activity, % at 10 µM; 370,000 tested, 0.79% active; AID 1259318, 2017;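 active means activity above about 14%, limit read from the data; passing the limit was not always enough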;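 further: 0% = DMSO wells with 35 nM protein and 100% = DMSO wells with 750 nM protein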
# Target sequence (P20393 whole entry, looked up): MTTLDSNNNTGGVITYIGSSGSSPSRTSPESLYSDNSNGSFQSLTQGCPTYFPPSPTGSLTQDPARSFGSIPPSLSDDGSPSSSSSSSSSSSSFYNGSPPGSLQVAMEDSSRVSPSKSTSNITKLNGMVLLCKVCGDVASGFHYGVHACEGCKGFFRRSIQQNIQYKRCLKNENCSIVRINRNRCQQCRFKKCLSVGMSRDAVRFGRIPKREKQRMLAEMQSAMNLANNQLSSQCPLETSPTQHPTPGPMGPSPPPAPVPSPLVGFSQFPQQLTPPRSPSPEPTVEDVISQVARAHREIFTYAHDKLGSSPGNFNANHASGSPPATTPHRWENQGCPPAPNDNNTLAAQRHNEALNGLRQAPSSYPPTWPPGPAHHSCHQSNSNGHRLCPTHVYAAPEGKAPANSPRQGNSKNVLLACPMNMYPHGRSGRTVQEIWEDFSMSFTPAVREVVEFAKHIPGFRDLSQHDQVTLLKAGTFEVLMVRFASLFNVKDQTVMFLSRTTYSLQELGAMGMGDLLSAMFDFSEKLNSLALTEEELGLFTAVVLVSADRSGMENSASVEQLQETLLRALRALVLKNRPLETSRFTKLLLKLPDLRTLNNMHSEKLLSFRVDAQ
# SMARCA2 act = SMARCA2 (BRM) function activators, primary screen, cell-based, luminescence, high throughput; activation, % at 9.1 µM; 370,000 tested, 1% active; MG213 cells, MMTV-luciferase reporter, dexamethasone, overnight; in the data active means activation above about 7.8%;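 further: 0% = vehicle wells and 100% = reference activator wells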
# DAX1 inh-2 = DAX1 (NR0B1) inhibitors, primary screen, cell-based, HEK293, Gal4-DAX1, luciferase luminescence; HEK293 Gal4-DAX1 luciferase reporter; Nuclear receptor subfamily 0 group B member 1 (Homo sapiens), P51843; 340,000 tested, 0.99% active; inhibition, % at 6.75 µM; AID 504766, 2011;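 active means inhibition above the mean over all tested compounds plus 3 SD, cut at about 4.2% in these data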;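 further: 0% = DAX1-transfected cells with DMSO and 100% = empty-vector control cells with DMSO; inhibition shows as a rise in luminescence from relieved DAX1 repression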
# hgDAF12 agonist = H. glycines DAF-12 receptor agonists, primary screen, cell-based, luminescence, HEK293, GAL4 fusion, UAS-luciferase; Nuclear hormone receptor DAF-12 (Heterodera glycines), GAL4 fusion; HEK293 GAL4-hgDAF12 UAS-luciferase reporter, agonist luminescence; normalized to butyrate control; activation, % at 6.8 µM; 370,000 tested, 1.8% active;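 active means activation above a cutoff set at the mean of all screened compounds plus 3 SD, cut at about 10% in these data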;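 further: 0% = DMSO wells and 100% = sodium butyrate wells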
# GAA850 FXN act = FXN promoter activators, primary screen, cell-based, luciferase luminescence, HEK293 lucGAA850. HEK293 lucGAA850 FXN promoter luciferase reporter, 24 h; percent of 10 µM SAHA response. activation, % at 6 µM. 360,000 tested, 0.56% active;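 active means activation above the average of all compounds screened plus 3 SD, cutoff fixed separately per campaign, cut at about 7.5% in these data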;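 further: 0% = DMSO wells and 100% = 10 µM SAHA wells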
# ssDAF-12 act = S. stercoralis DAF-12 nuclear receptor activators, primary screen, cell-based, luminescence, HEK293, GRIP1 co-expression, lit1-tk-luc; Nuclear hormone receptor DAF-12 (Strongyloides stercoralis); HEK293 ssDAF-12/GRIP1 lit1-tk-luc reporter; % of 3 µM dafachronic acid response; activation, % at 6.8 µM; 370,000 tested, 1% active;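 active means activation above the mean over all tested compounds plus 3 SD, cut at about 0.9% in these data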;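 further: 0% = DMSO-only wells and 100% = 3 µM delta7-dafachronic acid wells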
# hcDAF12 agonist = H. contortus DAF-12 nuclear receptor activators, primary screen, cell-based, luminescence, HEK293, lit1-tk-luc reporter; HEK293 hcDAF-12 lit1-tk-luc reporter; 0% DMSO, 100% Δ7-dafachronic acid; activation, % at 6.8 µM; 370,000 tested, 1.4% active; AID 652067, 2013;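 active means activation above the mean of all tested compounds plus 3 SD, cut at about 5.5% in these data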;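 further: 100% = response to 3 µM Δ7-dafachronic acid high control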
# PG9 binder = binders of HIV-1 gp120 antibody PG9, primary screen, biochemical, TR-FRET; inhibition, % at 6.7 µM; 360,000 tested, 0.43% active; TR-FRET gp120-PG9 antibody binding; HIV-1 gp120 / PG9 antibody interaction; AID 624416, 2012; in the data active means inhibition above about 8.5%
# PLCb3 inh = human PLC-beta3 inhibitors, primary screen, biochemical, fluorescence; 1-phosphatidylinositol 4,5-bisphosphate phosphodiesterase beta-3 (Homo sapiens), Q01970; Purified PLC-beta3, fluorogenic substrate; inhibition, % at 12.2 µM; 370,000 tested, 0.18% active; in the data active means inhibition above about 11%;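 further: 0% = median of compound wells on plate and 100% = full blocker control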
# The depositor's hits bear a star; nt = no result given.
nr	SMILES	DAX1 inh-1	HGIII-sPLA2 inh	NR1D1 modulator	SMARCA2 act	DAX1 inh-2	hgDAF12 agonist
1	Cc1nn(-c2nnc(C)c(=O)[nH]2)c(C)c1SCC(=O)Nc1ccc(C(C)C)cc1	0.6	-9.4	0.5	1.0	1.3	2.3
2	Cc1ccccc1N1CCN(C(=O)c2cc(-c3ccccc3)nc3c2cnn3C(C)C)CC1	0.4	10.5	-2.2	-3.1	1.6	-0.6
3	CCc1cccc(CC)c1NC(=O)COC(=O)C1(c2ccc(Cl)cc2)CCCC1	-0.3	3.7	-1.3	-2.1	0.3	1.7
4	CC1(OC(=O)C2CCCC2)C(=O)C=C2C=C(c3ccsc3)N(C3CC3)C=C2C1=O (centres undefined)	-0.3	4.9	-2.5	-0.1	2.0	3.1
5	O=C(CS(=O)(=O)c1ccc(F)cc1)Nc1nnc(-c2ccccc2Cl)o1	0.8	-4.8	6.1	-0.2	0.0	-0.1
6	CC12CCC(C(=O)n3c1nc1ccccc13)C2(C)C (centres undefined)	-1.0	5.3	-1.1	-1.0	-1.7	-3.2
7	COc1ccc(CNc2nc3nc(C)c(Cl)c(C)n3n2)cc1OC	0.0	2.9	-1.9	-1.2	2.0	2.0
8	CN(C)C(=O)c1cc2c(c(-c3cccc(-c4ccccc4F)c3)n1)[C@@H](CCO)N(S(C)(=O)=O)C2	0.6	1.6	-0.8	2.7	nt	-0.6
9	CCCC1NC(=O)c2cc3ccccc3cc2-n2c1nc1ccc(F)cc1c2=O (centres undefined)	0.3	2.3	-7.5	1.4	0.1	4.6
10	Cc1nc(SCC(=O)NCc2ccco2)[nH]c(=O)c1C	0.5	1.6	-6.5	-2.5	2.0	2.9
11	CCCCNC(=O)c1ccc(S(=O)(=O)c2ccc(Cl)cc2)c(NC(C)=O)c1	0.4	3.4	-1.3	-0.8	-0.7	2.1
12	CC(C)(C)NC(=O)c1ccc2c(c1)N(CC(=O)NC1CCCC1)C(=O)C(C)(C)O2	-0.2	5.3	0.0	-1.3	0.4	1.4
13	COc1ccccc1C(C)NC(=O)CCC(=O)N1CCN(S(=O)(=O)c2ccc(Cl)cc2)CC1 (centres undefined)	-1.0	-4.0	-2.2	-0.7	-0.3	-2.2
14	CCOC(=O)C1(Cc2ccccc2)CCN(Cc2cn(CC(=O)OC)c3ccccc23)CC1	-0.2	-7.5	0.7	-2.3	-0.5	-1.0
15	CCOc1ccc(N(CC(=O)NC2CCCCC2)C(=O)Cn2nnc(-c3ccc(C)o3)n2)cc1	-0.4	-10.0	-4.9	-2.2	0.5	0.2

nr	GAA850 FXN act	ssDAF-12 act	hcDAF12 agonist	PG9 binder	PLCb3 inh
1	-2.3	-1.2	-1.0	-0.7	2.1
2	0.1	-1.0	3.4	-1.2	2.2
3	-2.6	-1.2	2.7	-1.8	0.8
4	1.1	-1.3	-1.6	0.4	-35.7
5	0.1	-0.8	-0.9	-0.5	-13.8
6	-0.1	-1.2	-3.6	0.4	0.5
7	0.8	-1.0	-1.4	1.6	-1.0
8	nt	-1.2	-0.9	-3.8	1.3
9	-7.0	-0.1	2.6	-0.5	-1.9
10	0.5	-0.6	3.6	-2.1	1.9
11	-2.5	-1.8	-0.2	0.2	2.4
12	0.5	-0.9	-1.4	-0.2	-8.6
13	-0.6	-0.8	-1.6	0.1	-1.6
14	-0.7	-1.4	-1.1	0.6	-1.7
15	1.1	-1.0	1.1	-0.9	-0.2

# Next section.
nr	SMILES	DAX1 inh-1	HGIII-sPLA2 inh	NR1D1 modulator	SMARCA2 act	DAX1 inh-2	hgDAF12 agonist
16	COc1cccc(CC(=O)Nc2sc3c(c2C(N)=O)CCCC3)c1	0.2	-3.5	29.4*	-0.2	0.8	2.2
17	CC1CC(C)CN(c2cc3c(cc2[N+](=O)[O-])C(=O)N(c2ccccc2)C3=O)C1 (centres undefined)	0.3	4.1	1.1	2.7	-1.2	0.9
18	COc1c(Br)cc([N+](=O)[O-])c(OC)c1C(=O)NC(=O)Nc1cc(Cl)cc(Cl)c1	0.1	8.0	3.7	-3.6	0.2	0.7
19	Cc1nc(SCC(=O)Nc2ccc(S(=O)(=O)N3CCOCC3)cc2)c2c(C)c(C)sc2n1	-1.5	5.5	2.3	-4.1	-1.8	-6.3
20	O=C(Nc1cccc2ccccc12)N1CCCN(c2c(Cl)cncc2Cl)CC1	-0.3	-3.6	7.7	-2.8	1.6	-0.5
21	COc1cc(CN2CCNC(=O)C2CC(=O)N2CCCN(C(C)=O)CC2)cc(OC)c1 (centres undefined)	0.0	-2.6	-1.5	-0.8	0.2	3.0
22	COC(=O)c1c(C)noc1-c1snnc1C	0.0	10.6	2.6	-2.7	nt	-0.6
23	CCCNC(=O)Cn1c(=O)n(C)c2ccccc21	-0.5	0.3	-4.5	-4.1	-2.6	0.8
24	CCOc1ccc(NC(=O)c2nsc(Cl)c2Cl)cc1	4.4*	-0.2	3.5	2.5	3.9	18.2*
25	COc1ccccc1CNC(=O)COC(=O)c1cc(S(=O)(=O)N2CCOCC2)ccc1Cl	0.1	-1.7	2.3	-0.9	-0.5	2.3
26	CC(=O)Nc1ccc(S(=O)(=O)N2CCC(NC(=O)C(Cc3cccc(F)c3)NC(C)=O)CC2)cc1 (centres undefined)	0.3	-1.7	3.3	-1.3	-0.4	1.1
27	O=C(COC(=O)c1ccc(Br)o1)NC1CCCc2ccccc21 (centres undefined)	0.2	2.1	-6.0	-0.1	-0.5	0.3
28	Cc1cc(C)nc(N2CCC(C(=O)NNC(=O)c3ccc(Cl)cc3)CC2)n1	0.1	-1.4	-1.5	-0.7	0.3	4.2
29	Cc1ccc2nc3cc([N+](=O)[O-])cc([N+](=O)[O-])c3cc2c1	-0.4	14.3	0.2	-2.5	-1.3	-2.7
30	CCOC(=O)C1CCN(C(=O)c2cccc(S(=O)(=O)N3CCc4ccccc43)c2)CC1	-0.5	-5.8	9.4	-1.5	-0.3	-2.2

nr	GAA850 FXN act	ssDAF-12 act	hcDAF12 agonist	PG9 binder	PLCb3 inh
16	-1.5	-0.8	-2.9	7.0	-13.8
17	-0.1	-1.1	-1.7	-1.6	5.9
18	-1.7	-1.3	-0.4	-0.4	-9.8
19	-6.8	-1.6	-1.9	-2.2	-1.2
20	-0.9	-1.3	-1.7	-0.5	-13.4
21	0.3	-0.5	-0.1	1.0	-13.9
22	-0.5	-1.7	0.2	-0.1	-8.8
23	-0.2	-1.2	-0.3	1.2	-6.2
24	7.5	0.9*	7.2*	1.4	-5.4
25	-0.2	-0.9	-2.4	4.0	-1.6
26	-1.7	-1.3	0.7	0.8	-3.4
27	0.2	-1.2	-0.8	0.4	-7.2
28	0.0	-1.2	-0.9	-1.2	-5.8
29	6.0	0.0	1.7	0.6	-55.1
30	1.5	-0.4	-1.9	0.0	-5.5

# New compounds follow:
nr	SMILES	DAX1 inh-1	HGIII-sPLA2 inh	NR1D1 modulator	SMARCA2 act	DAX1 inh-2	hgDAF12 agonist
31	Cc1c(CNCCc2ccc(Cl)cc2)c(C(=O)O)c(C)n1-c1ccccc1	0.9	-1.0	-5.1	-1.3	0.3	-0.2
32	O=S(=O)(c1cccc(C(F)(F)F)c1)N1CCN(C(=S)NC2CC2)CC1	-1.1	21.8*	-0.5	-4.3	-0.1	-0.5
33	O=C(NC(=S)N1CCCC(C(F)(F)F)C1)c1ccc(F)cc1 (centres undefined)	-0.5	18.7	-3.5	-4.6	1.4	0.4
34	CC(=O)Nc1cc(NC(C)=O)ncn1	-0.2	3.4	-3.5	-2.8	-1.0	-2.2
35	CC1(C(=O)Nc2ccc3c(c2)OCCO3)CCN1C(=O)c1ccco1 (centres undefined)	-0.7	-5.0	-8.8	-2.6	nt	2.5
36	CCc1ccc(C(=O)NNC(=O)c2ccc3c(=O)n4c(nc3c2)CCC4)cc1	0.1	3.7	-2.4	-2.2	0.1	-1.6
37	COc1ccc(C/C(N)=N/OC(=O)c2ccc(Cl)cc2)cc1	-0.1	-0.4	0.3	-1.4	2.1	-1.8
38	CCCOc1ccc(C2C(C(=O)c3ccc(C)o3)=C(O)C(=O)N2CCN2CCOCC2)cc1OC (centres undefined)	-0.1	-5.3	nt	-1.2	-1.1	-0.1
39	COc1ccc(C2NC(=O)c3ccccc3O2)cc1 (centres undefined)	0.0	-2.8	4.6	-1.5	-0.8	0.2
40	Cn1nc(N2CCN(S(=O)(=O)c3ccccc3)CC2)c(=O)n(C)c1=O	0.8	3.1	2.8	-1.6	0.5	-2.2
41	O=[N+]([O-])c1ccc(Oc2ccc(/C=N/O)cc2)nc1	-0.2	4.2	-5.0	2.3	0.6	-0.4

nr	GAA850 FXN act	ssDAF-12 act	hcDAF12 agonist	PG9 binder	PLCb3 inh
31	0.4	-0.8	-0.5	-0.3	-9.0
32	0.8	-1.6	0.9	-0.1	-4.5
33	1.2	-0.6	-0.9	0.1	-7.2
34	1.0	-1.6	-0.4	-1.4	-5.9
35	0.3	-1.4	0.0	0.3	-2.3
36	3.1	-0.8	-0.6	0.8	-11.1
37	0.6	-1.8	-0.7	-1.7	-1.9
38	-0.4	-0.6	2.0	1.3	-9.3
39	1.9	-1.0	1.0	0.8	-4.9
40	-0.5	-1.6	0.1	-1.8	-5.5
41	3.5	-0.7	-2.1	-3.6	6.6

# Structures listed so far that have an aryl thioether with sulfur outside any ring, in the order listed:
nr	SMILES	DAX1 inh-1	HGIII-sPLA2 inh	NR1D1 modulator	SMARCA2 act	DAX1 inh-2	hgDAF12 agonist
1	Cc1nn(-c2nnc(C)c(=O)[nH]2)c(C)c1SCC(=O)Nc1ccc(C(C)C)cc1	0.6	-9.4	0.5	1.0	1.3	2.3
10	Cc1nc(SCC(=O)NCc2ccco2)[nH]c(=O)c1C	0.5	1.6	-6.5	-2.5	2.0	2.9
19	Cc1nc(SCC(=O)Nc2ccc(S(=O)(=O)N3CCOCC3)cc2)c2c(C)c(C)sc2n1	-1.5	5.5	2.3	-4.1	-1.8	-6.3

nr	GAA850 FXN act	ssDAF-12 act	hcDAF12 agonist	PG9 binder	PLCb3 inh
1	-2.3	-1.2	-1.0	-0.7	2.1
10	0.5	-0.6	3.6	-2.1	1.9
19	-6.8	-1.6	-1.9	-2.2	-1.2

# Source: PubChem BioAssay (several laboratories)
